Screening results: PubChem, National Center for Advancing Translational Sciences (NCATS)
Pin1 inhibitor: blocks the human prolyl isomerase Pin1 | Pin1 FP peptide displacement, HiFluor488, 10 min | Potency, µM (series often up to 115 µM), for inactives: at the top dose activity, negative = inhibition, actives largely listed as inhibitors | 0.009% of 390,000 active; active = well fitted inhibition curve with a large enough effect in the polarisation, with a control signal flat, not every such curve was filed as active; inconclusive = small, poorly fitted or top-dose-only effect, or effect the other way, or a change in a side signal; inactive = no such curve, though single readings can be large or run the other way; the % refers to the polarisation; also: % is scaled to controls: 0 for no effect and ±100 for the full control effect
Target sequence (Q13526 whole entry, looked up): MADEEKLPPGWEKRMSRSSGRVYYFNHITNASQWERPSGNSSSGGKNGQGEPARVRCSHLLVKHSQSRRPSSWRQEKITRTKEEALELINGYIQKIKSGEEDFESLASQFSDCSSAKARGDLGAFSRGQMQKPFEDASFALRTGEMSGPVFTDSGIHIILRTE
HP1b chromo inh: blocks HP1-beta chromodomain binding to methylated histone tails; AID 540317; AlphaScreen HP1-beta / biotin-H3K9me3 peptide binding; 0.56% of 390,000 active; Potency, µM (titrated, usually from 114 µM), for inactives: top-dose activity change, negative = inhibition, actives largely listed as inhibitors; also: nearly all actives have a fitted effect of over 70% in size; inactives centre near 23
Target sequence (P83916 whole entry, looked up): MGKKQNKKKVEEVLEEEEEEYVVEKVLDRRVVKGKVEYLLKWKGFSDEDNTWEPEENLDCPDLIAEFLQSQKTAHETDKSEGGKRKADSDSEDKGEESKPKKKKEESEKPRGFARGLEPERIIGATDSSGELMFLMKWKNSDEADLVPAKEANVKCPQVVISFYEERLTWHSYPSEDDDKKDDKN
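Compound inhibition of the preformed complex between 50 nM HP1-beta and 50 nM biotinylated H3K9me3 peptide was read by AlphaScreen. Buffer was PBS pH 7.4 with 0.01% Tween-20. Incubations ran 30 min at room temperature, with 10 ug/mL donor/acceptor beads.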
ALOX12 inh: inhibitors of human 12S-lipoxygenase ALOX12; P18054; purified 12hLO, xylenol orange hydroperoxide absorbance; Potency, µM (top dose mostly 108 µM), for the others: at the highest dose activity change, negative = inhibition, actives largely listed as inhibitors; 1.1% of 580,000 active; AID 1671190; also: % is scaled to controls: 0 for no effect and ±100 for the full control effect
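Purified human 12hLO (150 nM final) in 25 mM Hepes, 0.01% Triton X-100, pH 7.0 was preincubated 15 min at room temperature with compound. Then 40 uM arachidonic acid was added, 30 min. Hydroperoxide was read by Fe-XO absorbance ratio 573/405 nm.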
JMJD2A Tudor: JMJD2A Tudor domain (human) inhibition | O75164 | AlphaScreen JMJD2A-Tudor / H3K4me3 peptide binding | Potency, µM (series often up to 114 µM), inactives show at the top dose activity change, negative = inhibition, most hits filed as inhibitors | 4.4% of 390,000 active | AID 504339; also: % is scaled to controls: 0 for no effect and ±100 for the full control effect; nearly all actives have a fitted effect of over 50% in size
TrxR1 inh: inhibitors of rat thioredoxin reductase 1 | O89049 | recombinant rTrxR1, NADPH fluorescence consumption, selenite substrate | Potency, µM (highest dose often 114 µM), for the others: at the top dose activity change, negative = inhibition, most hits filed as inhibitors | 1% of 390,000 active; also: % is scaled to controls: 0 for no effect and ±100 for the full control effect; nearly all actives have a fitted effect of over 65% in size
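Rat TrxR1 (90 nM in the dispensed reagent) was pre-reduced with 400 uM NADPH for 5 min at room temperature, then incubated with compound for 15 min. After 400 uM selenite was added, NADPH fluorescence (Ex 340/Em 450 nm) was followed for 8 min.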
GLS inh: glutaminase GLS (human) inhibition; GLS enzymatic activity, qHTS titration; Potency, µM (series often up to 45.5 µM), inactives show top-dose activity change, negative = inhibition, usual class: inhibitors; 0.21% of 410,000 active; AID 624170; also: % is scaled to controls: 0 for no effect and ±100 for the full control effect
Target sequence (O94925 whole entry, looked up): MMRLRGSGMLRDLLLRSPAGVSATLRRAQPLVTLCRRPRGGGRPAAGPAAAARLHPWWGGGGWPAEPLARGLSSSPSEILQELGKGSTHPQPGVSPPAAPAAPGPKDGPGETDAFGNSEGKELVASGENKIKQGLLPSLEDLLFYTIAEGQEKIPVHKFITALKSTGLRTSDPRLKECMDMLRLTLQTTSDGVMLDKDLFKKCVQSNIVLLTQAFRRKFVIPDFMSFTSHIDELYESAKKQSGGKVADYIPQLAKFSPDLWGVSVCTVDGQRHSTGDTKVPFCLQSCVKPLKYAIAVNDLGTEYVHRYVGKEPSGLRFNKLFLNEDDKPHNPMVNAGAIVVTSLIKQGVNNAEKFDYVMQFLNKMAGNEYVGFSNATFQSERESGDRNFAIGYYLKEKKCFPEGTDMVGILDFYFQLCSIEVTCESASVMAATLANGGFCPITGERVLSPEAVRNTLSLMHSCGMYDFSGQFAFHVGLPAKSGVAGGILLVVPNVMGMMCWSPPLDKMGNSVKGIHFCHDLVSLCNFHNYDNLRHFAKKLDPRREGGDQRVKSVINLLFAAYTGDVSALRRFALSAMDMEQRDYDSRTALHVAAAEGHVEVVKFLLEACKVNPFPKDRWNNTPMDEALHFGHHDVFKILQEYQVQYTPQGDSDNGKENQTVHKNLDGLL
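hKGA; 45 mM KH2PO4 pH 8.2 + 0.02% Tween-20; cpd via pin tool; 1 mM Gln soln; GluOx/HRP/Amplex Red; RT 30 min; fluor. t0 & final.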
RGS4 inh: human RGS4 inhibition | P49798 | Transcreener GDP fluorescence polarization, RGS4-accelerated GTP hydrolysis | Potency, µM (doses to about 114 µM), for inactives: at the top dose activity change, negative = inhibition, hits mostly inhibitors | 0.039% of 390,000 active | AID 504845; also: % is scaled to controls: 0 for no effect and ±100 for the full control effect; nearly all actives have a fitted effect of over 75% in size; some results filed as inactive show a strong effect at the top dose
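MLSMR compounds (23 nl, pin-transferred) preincubated 10 min at room temperature with a 500nM (2x) first reagent, then RGS4 at 900nM (2x) plus Transcreener GDP mix added; fluorescence polarization (620/688 nm) read before and after 90 min at 30 °C.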
Tb PGK inh: T. brucei PGK inhibition; P07378; PGK/GAPDH coupled, Kinase-Glo luminescence, 60 min; Potency, µM (series often up to 57.5 µM), without a hit: top-dose activity change, negative = inhibition, usual class: inhibitors; 0.043% of 380,000 active; AID 602233; also: % is scaled to controls: 0 for no effect and ±100 for the full control effect; nearly all actives have a fitted effect of over 60% in size
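Recombinant glycosomal PGK reaction used 1,3-bisphosphoglycerate generated in-well by GAPDH (100nM final) in 100mM TEA pH 7.6, 5mM MgCl2, 0.01% Tween-20. After 60 minutes at room temperature, ATP was read by Kinase-Glo Plus luminescence end-point.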
ERG Ets-DNA blk: ERG Ets/DNA interaction inhibition. fluorescence polarization, His-ERG Ets domain / labelled DNA. P11308. 0.028% of 370,000 active. AID 624246. Potency, µM (doses to about 76.9 µM), for inactives: top-dose FP activity, negative = inhibition, actives largely listed as inhibitors; active = well fitted inhibition curve with a large enough effect in the polarisation, with a control signal flat; inconclusive = small, poorly fitted or top-dose-only effect, or effect the other way, or a change in a side signal; inactive = no such curve, though single readings can be large or run the other way; the % refers to the polarisation;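 also: polarization taken with two DNA probes labelled with fluorescein and Texas red; % of control where 0% means no effect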
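His-tagged ERG Ets domain (1 uM in the protein solution; 300mM KCl, 50mM Tris-HCl, 1mM EDTA, 1mM DTT, pH 7.5) received compound, then a probe mix of 5 nM fluorescein-DNA and 100nM Texas-615-DNA. Fluorescence polarization was read for both dyes.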
Starred values were filed as active, the others as inactive; i = inactive; ? = inconclusive; . = no result given; & = joins results of further samples; [ ] = remark or other dose. Unless noted, calls follow the shape of the dose curve; as a rule, active = well fitted curve in the direction sought with a large enough effect; inconclusive = small, poorly fitted or top-dose-only effect, or another doubt; inactive = no such curve, though single readings can be large; an effect the other way counts as inactive or inconclusive. Potency is read from the fitted curve at half-maximal effect. Not all compounds are listed; the hit share may differ from the screen's.

[1] Cc1cc(C)c(CN2CCN(C(=O)Cn3cnc4c(NCc5ccccc5)ncnc43)CC2)c(C)c1
[2] CCc1sc(C(=O)N2CCN(c3ccc(F)cc3)CC2)cc1C
[3] Cc1nc2ccccc2n1CCN1CCOCC1
[4] O=C(CN(C(=O)CCC(=O)Nc1ccccn1)c1cccc(F)c1)NCc1ccco1
[5] CCOC(=O)N1CCN(C(=O)CCCOc2ccccc2)CC1
[6] CCNC(=O)CC1C(=O)N(c2ccccc2)C(=O)N1CCc1ccc(OC)cc1 (configuration not stated)
[7] COc1ccc(OC)c(-c2[nH]nc3c2C(c2ccco2)C(C#N)=C(N)O3)c1 (configuration not stated)
[8] C=C1c2ccccc2NC(=S)N1Cc1ccc2c(c1)OCO2
compound no.	1	2	3	4	5	6	7	8
Pin1 inhibitor	5.3%	0.1%	-7.4%	-1.1%	-0.1%	-1.6%	48.5%[activator]	-5.1%
HP1b chromo inh	11.2%	37.3%	14.0%	15.3%	20.7%	3.5%	15.9%	24.1%
ALOX12 inh	-14.6%	-19.1%	?	-4.5%	-5.7%	14.0%	0.0%	?
JMJD2A Tudor	?	-19.8%	-21.7%	-12.8%	-1.9%	-15.5%	-23.0%	-9.0%[11.4 µM]
TrxR1 inh	-8.3%	10.3%	9.0%	-3.7%	26.4%[57.1 µM]	21.1%	-39.0%	32.2%[57.1 µM]
GLS inh	-1.4%	4.5%	0.4%	?	-0.9%	-7.0%	?	0.4%
RGS4 inh	-10.1%	9.8%	4.8%	11.8%	-8.1%	-6.9%	-28.1%	-25.4%
Tb PGK inh	-2.4%	-6.4%	-4.9%	7.5%	i	-7.3%	-0.6%	i
ERG Ets-DNA blk	6.1%	-18.8%	-8.9%	2.8%	2.7%	-5.4%	-1.2%	2.3%

[9] O=C(c1ccc(NS(=O)(=O)c2cccc3cccnc23)cc1)N1CCCCC1
[10] Cc1nc2c(-c3ccc(F)cc3)c(C)nn2c(C)c1CCC(=O)Nc1ccccc1
[11] COc1ccccc1N1CCN(CCN2C(=O)C3CCCCN3C2=O)CC1 (configuration not stated)
[12] COc1ccc(N2CCCn3c2nc2c3c(=O)n(Cc3ccccc3F)c(=O)n2C)c(OC)c1
[13] O=[N+]([O-])c1ncccc1OCc1ccc(Cl)c(Cl)c1
[14] Nc1nc(Cl)nc2ccc(Br)cc12
[15] CC(C(=O)O)C(=O)O
[16] c1cnc2nc(-c3ccc4c(c3)OCO4)cn2c1
compound no.	9	10	11	12	13	14	15	16
Pin1 inhibitor	6.5%	-2.5%	-0.9%	1.6%	3.8%	13.2%	?	-4.0%
HP1b chromo inh	34.5%	38.7%	54.6%[activator]	15.2%	30.9%	21.9%	-18.1%	-2.3%
ALOX12 inh	0.6%	-6.7%	12.6µM*	-4.1%	?	-3.0%	-8.1%	4.6%
JMJD2A Tudor	-12.3%	-4.1%	-11.9%	-9.0%	0.0%	-22.9%	79.4µM*	-14.8%
TrxR1 inh	33.6%	8.2%	18.4%[57.1 µM]	-12.9%	3.8%	12.8%	24.3%	23.1%[57.1 µM]
GLS inh	0.8%	-10.7%	0.4%	-20.7%	-3.6%	0.2%	2.0%	-4.2%
RGS4 inh	6.6%	15.8%	-39.6%	12.4%	-11.7%	?	28.2%	-14.5%
Tb PGK inh	0.9%	-9.0%	-1.3%	-2.7%	-8.8%	.	-1.7%	-2.4%
ERG Ets-DNA blk	-8.7%	6.6%	-13.0%	4.9%	?	2.5%	2.1%	0.2%

[17] CN1CCN(S(=O)(=O)c2ccc(NC(=O)Cc3cccs3)cc2)CC1
[18] Cc1ccc(-c2nnn(CC(=O)N(CC3CCCO3)C(C(=O)NC3CCCCC3)c3ccc(F)cc3)n2)o1 (configuration not stated)
[19] O=C(CNC(=O)c1[nH]cnc1C(=O)N[C@@H](Cc1ccccc1)C(=O)OCc1ccccc1)OCc1ccccc1
[20] O=C(COC(=O)/C=C/c1cccc(F)c1)NC1CCCCCC1
[21] Cc1ccc(C(=O)N2CCc3ccccc3C2)cc1S(=O)(=O)N1CCOCC1
[22] O=C(COC(=O)c1cc([N+](=O)[O-])ccc1NCc1ccccc1)NCc1ccccc1Cl
[23] CSCCC(NS(=O)(=O)c1ccccc1F)C(=O)NCC(c1ccc(F)cc1)N1CCOCC1 (configuration not stated)
[24] Cc1ccccc1OCC(=O)NCCCNC(=O)c1ccco1
compound no.	17	18	19	20	21	22	23	24
Pin1 inhibitor	4.4%	9.9%	?	?	-0.6%	-3.0%	4.4%	18.9%
HP1b chromo inh	11.2%	8.2%	10.4%	17.8%	23.8%	29.6%	18.4%	13.5%
ALOX12 inh	?	9.4%	14.9%	-10.0%	4.8%	-32.6%	-8.9%	20.4%
JMJD2A Tudor	-23.4%	-10.2%	-25.5%	-14.6%	-8.8%	-1.4%	-6.9%	-13.7%
TrxR1 inh	3.8%	21.1%	26.7%	-7.4%	10.6%	15.6%	15.7%[57.1 µM]	15.9%[57.1 µM]
GLS inh	-9.7%	-5.7%	-5.9%	3.2%	0.0%	5.3%	1.6%	-12.8%
RGS4 inh	17.6%	21.6%	-6.4%	-17.8%	-9.6%	-0.3%	-11.0%	13.9%
Tb PGK inh	-4.0%	-2.9%	-10.4%	-2.2%	i	-6.9%	-11.2%	-4.6%
ERG Ets-DNA blk	-6.4%	-0.5%	4.2%	-0.6%	-21.7%	5.4%	-0.8%	3.3%

[25] O=c1c2cc(Cl)ccc2nc(-c2ccccc2Cl)n1O
[26] CCCCC(C(=O)NC1CCCC1)N(Cc1ccccc1)C(=O)c1snc(C(N)=O)c1N (configuration not stated)
[27] Cc1cc2nn(-c3ccccc3)nc2cc1NC(=O)c1cccc2c(Cl)cccc12
[28] CSc1ccccc1NC(=O)c1cc(-c2cccs2)on1
[29] CCOC(=O)c1c(C)[nH]c(C(=O)OC(C)C(=O)Nc2ccccc2OC)c1C (configuration not stated)
[30] CCC(C)NC(=O)c1c(C)oc2nc(C)nc(N3CCOCC3)c12 (configuration not stated)
[31] CCCCNC(=O)Nc1ccon1
[32] COc1ccccc1N1C(=O)N(C(C)=O)C2C1Nc1ccccc1N2C (configuration not stated)
compound no.	25	26	27	28	29	30	31	32
Pin1 inhibitor	9.6%	-0.4%	1.3%	7.2%	9.6%	1.0%	-0.4%	?
HP1b chromo inh	27.4%	11.9%	23.9%	32.3%[activator]	23.9%	37.0%	25.4%	-19.8%
ALOX12 inh	-6.2%	-21.1%	0.9%	-11.6%	13.8%	-11.9%	47.4%[activator][57.4 µM]	-27.6%
JMJD2A Tudor	0.0%[11.4 µM]	-16.4%	-6.3%	2.6%	-15.9%	5.2%	-3.1%	?
TrxR1 inh	13.6%[57.1 µM]	8.9%	40.1%[11.4 µM]	28.6%	-8.7%	13.8%	-16.3%	-14.9%
GLS inh	11.4%	1.6%	1.0%	-3.2%	-22.4%	6.3%	-18.0%	43.6%[activator]
RGS4 inh	-3.7%	16.5%	8.2%	-25.3%	-21.6%	-8.7%	-51.5%	-4.4%
Tb PGK inh	-0.7%	3.7%	-1.1%	-0.7%	-1.0%	-4.2%	-1.1%	-9.7%
ERG Ets-DNA blk	0.1%	-10.8%	-9.4%	-2.8%	14.1%	0.1%	0.8%	.

Of the compounds above, 3 have a thiophene ring, fused or not:
[2] CCc1sc(C(=O)N2CCN(c3ccc(F)cc3)CC2)cc1C
[17] CN1CCN(S(=O)(=O)c2ccc(NC(=O)Cc3cccs3)cc2)CC1
[28] CSc1ccccc1NC(=O)c1cc(-c2cccs2)on1
compound no.	2	17	28
Pin1 inhibitor	0.1%	4.4%	7.2%
HP1b chromo inh	37.3%	11.2%	32.3%[activator]
ALOX12 inh	-19.1%	?	-11.6%
JMJD2A Tudor	-19.8%	-23.4%	2.6%
TrxR1 inh	10.3%	3.8%	28.6%
GLS inh	4.5%	-9.7%	-3.2%
RGS4 inh	9.8%	17.6%	-25.3%
Tb PGK inh	-6.4%	-4.0%	-0.7%
ERG Ets-DNA blk	-18.8%	-6.4%	-2.8%

(continued)
[33] Cc1cc(Cl)c(S(=O)(=O)N2CCCCCC2)cc1OCC(=O)NC1CCCCC1
[34] CCS(=O)(=O)c1ccc(C(=O)Nc2ccccc2)c(Cl)c1Cl
[35] CCOCCSc1nc2c(c(=O)[nH]c(=O)n2C)n1CCCc1ccccc1
[36] Cc1cc(OCC(=O)C(C)(C)C)c2c(C)c(C)c(=O)oc2c1
compound no.	33	34	35	36
Pin1 inhibitor	5.0%	0.9%	-2.4%	1.2%
HP1b chromo inh	26.5%	24.0%	3.5%	24.6%
ALOX12 inh	-3.5%	-23.8%	-10.7%&0.6%	404.4%[activator]
JMJD2A Tudor	-6.3%	9.9%	-20.7%	-13.0%
TrxR1 inh	-5.6%	15.2%[57.1 µM]	12.2%	34.8%
GLS inh	.	-2.8%	-0.9%	-9.3%
RGS4 inh	-15.7%	4.9%	-14.2%	10.9%
Tb PGK inh	i	i	i	-0.5%
ERG Ets-DNA blk	3.3%	-6.3%	0.0%	-11.9%
